RGS4 inhibitor = human RGS4 inhibition; Potency, µM (top dose mostly 114 µM), for inactives: top-dose activity change, negative = inhibition, actives largely listed as inhibitors; AID 504845; Transcreener GDP fluorescence polarization, RGS4-accelerated GTP hydrolysis; P49798; actives 0.039% (n = 390,000); also: % is scaled to controls: 0 for no effect and ±100 for the full control effect; nearly all actives have a fitted effect of over 75% in size; some results filed as inactive show a strong effect at the top dose
Target sequence (P49798 whole entry, looked up): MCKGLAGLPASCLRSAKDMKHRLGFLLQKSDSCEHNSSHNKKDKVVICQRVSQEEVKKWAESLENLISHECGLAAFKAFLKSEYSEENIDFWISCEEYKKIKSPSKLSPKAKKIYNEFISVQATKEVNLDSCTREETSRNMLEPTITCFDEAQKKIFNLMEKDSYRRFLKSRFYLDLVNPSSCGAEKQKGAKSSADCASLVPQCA
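MLSMR compounds (23 nl, pin-transferred) preincubated 10 min at room temperature with a 500nM (2x) first reagent, then RGS4 at 900nM (2x) plus Transcreener GDP mix added; fluorescence polarization (620/688 nm) read before and after 90 min at 30 °C.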
RXFP1 ag = agonists of human relaxin receptor RXFP1; Q9HBX9; HEK293T-RXFP1 cAMP TR-FRET, 30 min; response scale: percent of porcine relaxin response, buffer zero; Potency, µM (series often up to 57.5 µM), without a hit: at the highest dose activation, most hits filed as activators; actives 0.3% (n = 370,000); also: % is scaled to controls: 0 for no effect and ±100 for the full control effect; nearly all actives have a fitted effect of over 60% in size; many of its hits are not listed in these tables
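HEK293 cells stably expressing RXFP1, treated 30 min at 37C with compounds plus PDE4 inhibitor Ro 20174; cAMP measured by HTRF TR-FRET. Normalized to buffer and 29 nM porcine relaxin; EC50 by Hill fit.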
TrxR1 substrate = is turned over as a substrate by rat TrxR1; Potency, µM (doses to about 114 µM), for inactives: at the highest dose activity change, negative = substrate turnover; O89049; AID 588456; purified TrxR1 substrate turnover, NADPH consumption readout; actives 0.01% (n = 390,000); also: % is scaled to controls: 0 for no effect and ±100 for the full control effect; nearly all actives have a fitted effect of over 50% in size
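Rat TrxR1, dispensed at 90 nM, was prereduced with 400 uM NADPH (final) for 5 min at ~22 deg C, then incubated with compound 15 min before 400 uM selenite. A first-read NADPH fluorescence drop versus no-compound background flagged substrates.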
12-LOX inh = ALOX12 (human) lipoxygenase inhibition; P18054; purified 12hLO, xylenol orange hydroperoxide absorbance; Potency, µM (series often up to 108 µM), inactives show at the highest dose activity change, negative = inhibition, hits mostly inhibitors; actives 1.1% (n = 580,000); also: % is scaled to controls: 0 for no effect and ±100 for the full control effect
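Hydroperoxide product was detected by ferrous iron/xylenol orange as the 573 to 405 nm absorbance ratio. Arachidonic acid at 40 uM (final) was turned over for 30 min at room temperature by 150 nM human 12hLO, pH 7.0 Hepes buffer, after 15 min compound preincubation.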
Vif-A3F inh = inhibitors of Vif-A3F interaction. HeLa A3F-eYFP + Vif (tagged APOBEC3F with the HIV-1 protein that degrades it), YFP fluorescence increase. Potency, µM (highest dose often 46.1 µM), for the others: at the highest dose activity, negative = active. actives 0.2% (n = 390,000); also: % of control where 0% means no effect; nearly all actives have a fitted effect of over 65% in size
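HeLa cells stably expressing Vif plus C-terminally eYFP-tagged A3F were seeded, incubated overnight at 37 deg C, dosed with compound, incubated overnight again at 37 deg C. Yellow fluorescence (Ex 488/Em 500-530) reported blocked Vif-mediated A3F-eYFP degradation.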
IDH1 R132H inh = human IDH1 R132H inhibition | IDH1-R132H enzyme, NADPH consumption, diaphorase/resazurin fluorescence | O75874 | Potency, µM (highest dose often 76.6 µM), inactives show at the top dose activity change, negative = inhibition, most hits filed as inhibitors | actives 0.093% (n = 390,000); also: % is scaled to controls: 0 for no effect and ±100 for the full control effect; nearly all actives have a fitted effect of over 65% in size
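IDH1-R132H (0.5 ug/mL) preincubated 30 min with compound, then NADPH (0.016 mM) and alpha-KG (2 mM) added; 80 min at RT, pH 7.5. Remaining NADPH coupled via diaphorase/resazurin to fluorescence (540/590 nm); concentration-response curves normalized to no-enzyme control.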
Vif-A3G inh = Vif-A3G binding inhibition | HeLa A3G-eYFP + Vif (tagged APOBEC3G with the HIV-1 protein that degrades it), YFP fluorescence, overnight | Potency, µM (series often up to 46.1 µM), inactives show top-dose activity, negative = active, most hits filed as inhibitors | actives 0.076% (n = 410,000) | Q9HC16;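 also: % is scaled to controls: 0 for no effect and ±100 for the full control effect; nearly all actives have a fitted effect of over 60% in size; hits raise eYFP signal because A3G escapes Vif-driven loss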
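HeLa cells stably expressing Vif and C-terminally eYFP-tagged A3G, seeded overnight at 37 deg C, then exposed to compound by pintool overnight at 37 deg C. Rise in yellow fluorescence (Ex 488/Em 500-530, Acumen) marks blocked Vif-driven A3G degradation.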
USP1 inh = inhibitors of human USP1/UAF1 deubiquitinase | AID 743255 | actives 0.23% (n = 390,000) | Potency, µM (highest dose often 57.1 µM), without a hit: at the top dose activity change, negative = inhibition, usual class: inhibitors | O94782 | recombinant USP1/UAF1, Ub-Rhodamine cleavage fluorescence; also: % is scaled to controls: 0 for no effect and ±100 for the full control effect; nearly all actives have a fitted effect of over 60% in size; inactives centre near -12
Target sequence (O94782 whole entry, looked up): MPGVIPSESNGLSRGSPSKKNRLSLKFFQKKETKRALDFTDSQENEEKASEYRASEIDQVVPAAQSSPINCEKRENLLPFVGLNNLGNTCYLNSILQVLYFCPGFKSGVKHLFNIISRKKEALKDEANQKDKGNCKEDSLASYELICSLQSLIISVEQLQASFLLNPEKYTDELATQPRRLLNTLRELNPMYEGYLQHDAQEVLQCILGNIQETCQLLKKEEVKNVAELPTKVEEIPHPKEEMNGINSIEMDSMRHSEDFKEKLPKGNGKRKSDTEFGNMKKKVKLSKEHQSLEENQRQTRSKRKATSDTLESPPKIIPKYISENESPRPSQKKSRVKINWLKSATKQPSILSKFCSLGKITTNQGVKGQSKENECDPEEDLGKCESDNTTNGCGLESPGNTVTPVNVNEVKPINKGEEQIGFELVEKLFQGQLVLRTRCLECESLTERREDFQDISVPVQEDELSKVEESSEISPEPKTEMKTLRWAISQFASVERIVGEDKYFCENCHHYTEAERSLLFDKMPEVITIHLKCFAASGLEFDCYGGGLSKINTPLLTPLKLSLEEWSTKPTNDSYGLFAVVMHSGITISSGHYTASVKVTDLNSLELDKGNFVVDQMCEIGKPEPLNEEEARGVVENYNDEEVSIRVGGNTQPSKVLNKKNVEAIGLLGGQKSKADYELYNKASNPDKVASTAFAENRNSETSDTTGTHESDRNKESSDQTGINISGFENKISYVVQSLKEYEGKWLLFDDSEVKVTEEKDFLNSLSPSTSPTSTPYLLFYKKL
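1 nM enzyme complex + cpd, 15 min RT; start with Ub-Rho 150nM final; kinetic fluorescence ex 480/em 540, 6 reads q60 s. Buffer 50mM HEPES pH 7.8, 0.5mM EDTA, 0.1 mg/ml BSA, 1mM TCEP, 0.01% Tween-20.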
TrxR1 inh = inhibitors of rat thioredoxin reductase 1; recombinant rTrxR1, NADPH fluorescence consumption, selenite substrate; Potency, µM (top dose mostly 114 µM), for the others: at the top dose activity change, negative = inhibition, hits mostly inhibitors; actives 1% (n = 390,000); AID 588453; also: % is scaled to controls: 0 for no effect and ±100 for the full control effect; nearly all actives have a fitted effect of over 65% in size
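Rat TrxR1 (90 nM in the dispensed reagent) was pre-reduced with 400 uM NADPH for 5 min at room temperature, then incubated with compound for 15 min. After 400 uM selenite was added, NADPH fluorescence (Ex 340/Em 450 nm) was followed for 8 min.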
* hit, by the source's call; ? = inconclusive; nt = not tested or not shown; & = joins results of further samples; [ ] = dose if it differs, or a comment. Calls follow the shape of the dose curve; as a rule, active = well fitted curve in the direction sought with a large enough effect; inconclusive = small, poorly fitted or top-dose-only effect, or another doubt; inactive = no such curve, though single readings can be large; an effect the other way counts as inactive or inconclusive. Potency is read from the fitted curve at half-maximal effect. Not all compounds are listed, so the mix of outcomes need not match the whole.

Structure,TrxR1 substrate,TrxR1 inh,IDH1 R132H inh,RXFP1 ag,Vif-A3F inh,USP1 inh,12-LOX inh,RGS4 inhibitor,Vif-A3G inh
CCN1CCc2nc3ccccc3c(C(=O)Nc3ccc(F)cc3)c2C1,-2%,11%,-4%,0.5%,-14%,-13%,-21%,3%,0%
COc1ccc(NC(=O)Cn2c(=O)cc(C)c3c(C)nn(-c4cccc(Cl)c4C)c32)cc1OC,0%[57.1 µM],8%[57.1 µM],14%,1.3%,-5%,-18%,-7%,-19%,-3%
CCc1ccc(CN2CCc3nc(Nc4ccc5c(c4)OCCO5)ncc3C2)cc1,-2%[57.1 µM],7%[57.1 µM],-13%,1.2%,2%,6%,?,7%,3%
CCNC(=S)N1CCN(S(=O)(=O)c2ccccc2C(F)(F)F)CC1,5%[57.1 µM],33%[57.1 µM],3%,-1.1%,1%,-22%,0%,11%,0%
Cc1cc(C)c(C(N)=O)c(NC(=O)Nc2ccccc2Cl)n1,8%,24%,4%,3.6%,-4%,-11%,0%,18%,0%
Cc1ccc(/C=C2\SC(=S)N(CCCC(=O)Nc3ccccn3)C2=O)cc1,-3%,-12%,-4%,-1.8%,3%,-12%,?,-9%,1%
COC(=O)c1c(NS(=O)(=O)c2ccc3ccccc3c2)sc2c1CCCC2,-9%,?,0%,0.3%,-12%,-18%,?,-30%,2%
CCCCC(=O)Nc1cccc(-c2cn3ccsc3n2)c1,0%,15%,1%,1.1%,-12%,7%,-1%,5%,-9%
COc1cc(OC)c2nc(C)c3c(c2c1)N(c1ccc(O)cc1)CC3,1%,-2%,14%,-1.2%,-13%,-17%,-5%,-17%,12%
COc1ccccc1NC(=S)N1CCOCC1,-5%,-30%,1%,2.1%,-11%,-8%,1%,-6%,-20%
CC[C@@H](C)[C@H](NC(=O)OCc1ccccc1)c1nnc([C@@H](NC(=O)OCc2ccccc2)[C@@H](C)CC)o1,4%,18%,13%,-4.2%,-11%,-28%,-4%,-4%,1%
COC(=O)c1sc(=S)n(-c2cccc(Cl)c2)c1N,5%,4%,3%,0.4%,-5%,-16%,?,?,1%
Cc1ccc2cc(CN(c3cccc(C)c3C)S(=O)(=O)c3ccccc3)c(=O)[nH]c2c1,5%[57.1 µM],29%[57.1 µM],-3%,0.6%,-16%,-1%,-8%,8%[56.9 µM],1%
COc1ccccc1NC(=O)Nc1ccc(F)c(F)c1,0%,21%,4%,0.9%,1%,-19%,-17%,11%,-8%
COc1ccc(Cc2nnc(NC(=O)Cc3cccs3)s2)cc1,4%,-14%,1%,-0.4%,-7%,?,nt,?,0%
CC1=CCC(C(=O)O)(C(=O)N/N=C/c2cccs2)C(c2ccc([N+](=O)[O-])cc2)C1 (stereo not given),-6%,14%,8%,0.3%,-6%,-8%,-6%,-2%,-6%
CN(CP(=O)(O)CN(C)S(C)(=O)=O)S(C)(=O)=O,-8%,-14%,15%,-4.2%,nt,4%,?,38%,1%
COc1cccc(NC(=O)COC(=O)CCCC2=NS(=O)(=O)c3ccccc3N2)c1,-8%,2%,0%,-2.8%,-2%,-9%,7%,41%[11.4 µM],3%
COc1ccccc1CNCCCCCCNCCCCCCCCNCCCCCCNCc1ccccc1OC,8%[57.1 µM],-2%[57.1 µM],nt,nt,nt,nt,-27%,-8%[56.9 µM],nt
COc1ccc(OCCCN2CCCCCC2)cc1,12%[57.1 µM],6%[57.1 µM],-2%,-0.4%,-9%,-8%,?,27%,4%
O=C(NC(=S)Nc1ccccc1Cl)c1ccco1,-1%,?,4%,-0.7%,-20%,-24%,?,-28%,-2%
O=C1CN(S(=O)(=O)c2cc(Cl)ccc2Cl)c2ccccc2N1,0%,9%,7%,-0.1%,-13%,-17%,-22%,-9%,-5%
Cc1noc(C)c1COc1cccc(C(=O)OCC(=O)NCCN2C(=O)CSC2=O)c1,9%[57.1 µM],16%[57.1 µM],-7%,2.1%,-15%,-16%,-10%,7%,-4%
O=c1[nH]c(-c2ccc(F)cc2)nc2c1sc(=S)n2-c1ccccc1,-11%,-7%,-17%,-0.5%,6%,0%,-17%,-15%,-8%
COC(=O)C(Cc1c[nH]c2ccccc12)NC(=O)C(=O)c1c[nH]c2ccccc12 (stereo not given),-6%,22%,3%,0.8%,-23%,-17%,34%[activator],-11%,3%
CN(C)/N=C/C=C1\CCC/C(=C\c2ccc(F)c(F)c2)C1=O,5%,-4%[57.1 µM],-2%,-0.3%,?,-18%,-65%,?,?
CC(=O)Oc1ccc(/C=N/NC2=NS(=O)(=O)c3ccccc32)cc1,-10%,?,-1%,1.0%,8%,-18%,0%,-1%,0%
CCc1ccccc1NC(=O)C(NS(=O)(=O)c1ccc2c(c1)CCC(=O)N2)c1ccccc1 (stereo not given),6%,25%,-3%,-0.8%,1%,-22%,-26%,-17%,-4%
COc1ccccc1C1CC(c2cccs2)=Nc2ccccc2S1 (stereo not given),-2%,5%,12%,2.5%,4%,-9%,8%[57.4 µM],-31%,-4%
Cc1ccc2c(c1)NC(=O)C(CC(=O)NC1CCCCC1C)O2 (stereo not given),4%[57.1 µM],4%[57.1 µM],-3%,1.4%,1%,3%,404%[activator],-21%,-4%

The list goes on; the last two above are carried over.
Structure,TrxR1 substrate,TrxR1 inh,IDH1 R132H inh,RXFP1 ag,Vif-A3F inh,USP1 inh,12-LOX inh,RGS4 inhibitor,Vif-A3G inh
COc1ccccc1C1CC(c2cccs2)=Nc2ccccc2S1 (stereo not given),-2%,5%,12%,2.5%,4%,-9%,8%[57.4 µM],-31%,-4%
Cc1ccc2c(c1)NC(=O)C(CC(=O)NC1CCCCC1C)O2 (stereo not given),4%[57.1 µM],4%[57.1 µM],-3%,1.4%,1%,3%,404%[activator],-21%,-4%
CCOC(=O)C1(Cc2ccccc2C)CCCN(C(=O)c2ccnn2C)C1 (stereo not given),4%[57.1 µM],0%[57.1 µM],4%,-2.7%,2%,-12%,7%,-27%,0%
CC(=N)C1=C(O)CC(c2ccccc2)CC1=O (stereo not given),5%,10%,10%,0.5%,7%,-9%,-7%,-28%,2%
Cc1ccc(-c2ccc(=O)n(CCC(=O)NCCN3CCCCC3C)n2)cc1 (stereo not given),2%,-7%,8%,1.3%,-7%,-4%,-14%,-10%,-2%
CCn1c(SCC(=O)NC(=O)Nc2ccc3c(c2)OCCO3)nnc1-c1cccs1,-1%,5%,4%,0.6%,-1%,-14%,-15%,-30%,1%
NC(=S)N/N=C/c1cccc(O)c1O,-1%[57.1 µM],-18%[57.1 µM],-1%,1.1%,?,-12%,?,-23%,-24%
CCN(CC)C(=O)Cn1cc(/C=C(\C#N)C(=O)N2CCN(c3ccccc3)CC2)c2ccccc21,-1%,-5%,2%,-4.1%,-8%,-16%,-27%,-8%,-3%
O=C(NCc1cccnc1)C1CCC(c2ccc(Cl)cc2)CC1 (stereo not given),4%[57.1 µM],5%[57.1 µM],14%,-0.4%,4%,5%,296%[activator],-15%,0%
COc1ccc(Cl)cc1NC(=O)CSc1nnc(-c2ccco2)o1,-1%,-9%,23%,-0.4%,12%,-8%,0%,-13%,3%
CNC[C@@H]1OCc2ccccc2-c2ccccc2C(=O)N([C@H](C)CO)C[C@@H]1C,nt,nt,-5%,nt,12%,-12%,2%,nt,-6%
O=C(NNC(=O)c1ccc(Oc2ccc(C3SCCS3)cc2)o1)c1ccc(Cl)cc1,1%,-12%,-1%,0.1%,-7%,-15%,143%[activator],7%,-6%
O=C(C1CC1)N1N=C(c2ccccc2)CC1(O)C(F)(F)F (stereo not given),7%,21%,8%,-1.8%,1%,-13%,0%,-31%,-1%
COc1ccc(C(=O)NCc2cc(C)nc3ccccc23)cc1,-2%,-1%,20%,-0.4%,0%,-4%,-5%,8%[11.4 µM],-15%
COc1ccccc1NC(=O)CN1C(=O)NC2(CCCc3ccccc32)C1=O (stereo not given),-1%,17%,15%,1.1%,-7%,-5%,16%,30%,-8%
Cc1cccc(NC(=O)c2cc3c(n(-c4ccccc4)c2=O)CCCC3=O)n1,-6%,-10%,0%,2.4%,-4%,-10%,269%[activator],-8%,3%
COc1ccccc1C(=O)NN(C)C1=NS(=O)(=O)c2ccccc21,2%,18%,-6%,2.5%,8%,-17%,-14%,-1%,1%
CCOP(=O)(c1ccc(N(C)C)cc1)C(O)c1ccncc1 (stereo not given),-2%,18%,-10%,-1.6%,10%,-5%,219%[activator],17%,3%
CSc1nc(N)cc(=O)[nH]1,-1%,21%,-6%,0.3%,1%,-14%,-13%,26%,3%
Cc1cccc(N/C(N)=N/c2nc(C)cc(C)n2)c1,19%,37%,-3%,1.8%,-2%,-3%,2%&-7%,17%[11.4 µM],-4%
O=C(Cc1ccccc1)NN=Cc1ccccc1,1%[11.4 µM],4%[11.4 µM],4%,nt,0%,-8%,-3%,-37%,3%
Cc1cccc(C)c1NC(=O)CNC(=O)CCCN1C(=O)c2cccc3cccc(c23)C1=O,19%,2%,-10%,7.8%,-9%,-6%,-27%,1%,-1%

Compound activity as filed in PubChem BioAssay.
